# PMI act satM6P: increases human PMI activity with near-saturating mannose 6-phosphate | coupled PMI enzyme assay, resazurin fluorescence, 20 min; stronger effect = higher value; 1 = untreated enzyme, 0 = substrate-free blank | activation factor at 20 µM | actives 0.34% (n = 190,000) | AID 1216;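 active means activation factor of 2 or more at 20 µM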
#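 assay system = human phosphomannose isomerase with PGI, G6PDH, diaphorase coupling enzymes | quantity = 15 ng/mL PMI | incubation = enzyme reaction with compound 20 min at room temperature | medium = HEPES pH 7.4 buffer with MgCl2 and Tween-20 | compound dosing = one concentration, 20 µM, in 1% DMSO | measured by = Diaphorase-driven resazurin-to-resorufin fluorescence, excitation 544, emission 590 nm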
# PPARg SRC3 recr: PPARgamma-driven SRC-3 recruitment agonism | AID 731 | actives 0.26% (n = 200,000) | biochemical PPARgamma/SRC-3 coactivator recruitment assay | activation, % at 8 µM | P37231; in the data active means activation above about 23%;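 further: 0% = DMSO and 100% = reference agonist; some compounds past the cut are filed as inactive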
# Target sequence (P37231 whole entry, looked up): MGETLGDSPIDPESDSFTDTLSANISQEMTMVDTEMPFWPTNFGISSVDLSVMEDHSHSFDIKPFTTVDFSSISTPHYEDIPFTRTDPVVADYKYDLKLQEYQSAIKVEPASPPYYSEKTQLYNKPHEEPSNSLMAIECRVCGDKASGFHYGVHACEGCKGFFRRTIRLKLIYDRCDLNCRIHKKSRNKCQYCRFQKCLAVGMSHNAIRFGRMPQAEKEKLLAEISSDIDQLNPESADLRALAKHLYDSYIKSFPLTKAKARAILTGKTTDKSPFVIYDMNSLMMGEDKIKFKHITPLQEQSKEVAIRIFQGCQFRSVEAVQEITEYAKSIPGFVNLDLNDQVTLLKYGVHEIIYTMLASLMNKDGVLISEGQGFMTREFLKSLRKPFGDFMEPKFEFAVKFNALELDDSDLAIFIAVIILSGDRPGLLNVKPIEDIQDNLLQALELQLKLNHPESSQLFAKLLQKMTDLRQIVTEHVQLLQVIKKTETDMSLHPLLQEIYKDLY
# PPARg SRC-1 ag: PPARgamma-driven SRC-1 recruitment agonism; actives 0.41% (n = 200,000); activation, % at 8 µM; AID 631; P37231; PPARgamma-SRC-1 coactivator recruitment biochemical assay; in the data active means activation above about 19%;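 further: 0% = DMSO and 100% = reference agonist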
# SRC2 TRFRET art: TR-FRET artefact, counter-screen to PPARgamma/SRC-2 agonist assay | stronger effect = higher value | TR-FRET ratio at 8 µM | actives 0.4% (n = 200,000); in the data active means TR-FRET ratio above about 2000; further: inactives centre near 1500
# Diaph act CS: activates diaphorase or chemically reduces, flagging diaphorase assay artifacts. actives 0.005% (n = 190,000). Diaphorase/resazurin coupled assay, resorufin fluorescence, 16 min; stronger effect = higher value; 1 = vehicle wells, 0 = NADH-free wells. activation factor at 20 µM;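 active means diaphorase activity raised at least twofold by the compound at 20 µM; inactive means activation factor below 2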
#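 System – purified diaphorase enzyme from Clostridium kluyveri · Input – enzyme 0.07 U/mL final · Also added – final NADH 0.114 mM, resazurin 0.1 mM · Measured by – fluorescence of resorufin, 544 nm excitation, 590 nm emission · Timing – 16 min enzyme reaction, ambient temperature · Measure – resorufin increase flagging diaphorase activators or reducers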
# G6PDH counter: counter-screen for G6PDH assay hits: L. mesenteroides G6PDH inhibition. Purified L. mesenteroides G6PDH, diaphorase/resazurin coupled fluorescence, 45 min. inhibition, % at 5 µM. actives 0.12% (n = 200,000); in the data active means inhibition above about 50%
# ROMK primary: modulators of human ROMK potassium channel; P48048; Tet-inducible ROMK, thallium flux fluorescence; actives lie on both sides; B-score at 10 µM; actives 2% (n = 130,000); AID 1918;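 active means signal ratio slope over the read window, or its plate-corrected B-score, at least 3 SD from the plate mean, either direction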;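 further: B-score of the F/F0 ratio slope over 7 to 12 s after thallium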
# PMI act: increases human mannose-6-phosphate isomerase activity | P34949 | purified human PMI, coupled resazurin fluorescence, 20 min; stronger effect = higher value; 1 = vehicle control, 0 substrate-free wells | activation factor at 20 µM | actives 0.005% (n = 190,000);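 active means activation factor of 2 or more at 20 µM, relative to plate controls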
# Diaphorase inh: inhibits diaphorase or chemically oxidizes, flagging diaphorase assay artifacts | inhibition, % at 20 µM | actives 0.69% (n = 190,000) | diaphorase resazurin-to-resorufin fluorescence, NADH, 16 min; bacterial (C. kluyveri) enzyme, not human;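 active means primary screen inhibition at 20 µM above a set limit, cut at about 50% in these data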;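 further: plate controls were DMSO with full reaction for no effect and wells lacking NADH for full effect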
#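 controls = No-NADH positive control and DMSO neutral control | system = Clostridium kluyveri diaphorase enzyme | timing = reaction incubation of 16 min at room temperature | signal = resorufin fluorescence 544/590 nm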
# PPARg SRC-2 ag: promotes SRC-2 coactivator recruitment by human PPARgamma; P37231; PPARgamma LBD-SRC-2 recruitment, biochemical; activation, % at 8 µM; actives 0.34% (n = 200,000); in the data active means activation above about 22%;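 further: 0% = vehicle and 100% = reference agonist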
# S1P3 antag: S1P3 (human) receptor antagonism | Q99500 | actives 0.27% (n = 170,000) | inhibition, % at 4.98 µM | CHO S1P3 NFAT-BLA reporter, FRET fluorescence, antagonist mode;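 active means inhibition above the plate cutoff, the mean inhibition of test wells on that plate plus 3 SD, cut at about 28% in these data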;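 further: cells challenged with S1P at its EC80 of 0.8 µM; blue over green emission ratio from cleaved BLA substrate after 4 h stimulation; 0% = S1P-stimulated wells and 100% = unstimulated DMSO-only wells; some compounds past the cut are filed as inactive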
# Target sequence (Q99500 whole entry, looked up): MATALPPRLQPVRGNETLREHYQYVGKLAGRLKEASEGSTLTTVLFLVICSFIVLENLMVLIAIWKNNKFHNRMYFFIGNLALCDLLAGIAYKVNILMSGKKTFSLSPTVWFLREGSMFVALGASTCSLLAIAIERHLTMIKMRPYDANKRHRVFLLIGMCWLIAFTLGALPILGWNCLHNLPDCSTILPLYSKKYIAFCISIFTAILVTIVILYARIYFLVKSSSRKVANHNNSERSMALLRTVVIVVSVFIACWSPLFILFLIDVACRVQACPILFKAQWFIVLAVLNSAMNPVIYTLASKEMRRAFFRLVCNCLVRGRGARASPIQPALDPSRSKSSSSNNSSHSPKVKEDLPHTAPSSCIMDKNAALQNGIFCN
# Active calls of the source: *; . = no result given.
SMILES,PMI act satM6P,PPARg SRC3 recr,PPARg SRC-1 ag,SRC2 TRFRET art,Diaph act CS,G6PDH counter,ROMK primary,PMI act,Diaphorase inh,PPARg SRC-2 ag,S1P3 antag
COc1cc(C(=O)NC(=S)NC(C)C)cc(OC)c1OC,1,-2.1,-5.4,1502,0.9,7.5,-0.0858,1,9.9,0.1,1.7
CCOC(=O)c1c(C)[nH]c(C(=O)Nc2ccc(NC(C)=O)cc2)c1C,1.2,3.9,1.5,1720,0.9,3.0,2.27,1.2,11.0,5.7,-19.3
C#CCOCCOCCOCCNc1nc(N2CCN(C(=O)Cn3cc(CCCCN)nn3)CC2)nc(N2CCN(C(=O)[C@H](C)n3cc(CCCN=C(N)N)nn3)CC2)n1,1.4,4.2,3.1,1544,1.1,15.0,0.623,1.2,-8.9,3.9,-6.2
Cn1nnnc1-c1cc(Cl)cc(Cl)c1,1.1,6.3,9.0,1527,1.1,11.1,-0.29,1.2,-12.1,-8.8,-18.2
COc1cccc(-n2c(Cc3cc(=O)[nH]c(=O)[nH]3)nnc2SCC(=O)N2CCCCCC2)c1,0.9,8.3,5.6,1570,0.8,-2.2,.,1,22.4,-3.7,-7.8
CC(=O)c1cn(CC(=O)NCc2ccc3c(c2)OCO3)c2ccccc12,1,0.7,3.1,1584,0.9,6.1,-1.76,1,11.5,5.8,-0.3
CCC(=O)Nc1ccc2c(c1)ncn2-c1ccc(C)cc1,1.1,-2.7,-7.7,1473,1,0.0,-0.444,1.1,2.2,-6.8,-21.4
Cc1ccc(-c2csc3ncnc(-n4nnc5ccccc54)c23)cc1,0.5,3.1,-5.2,1648,0.9,-14.2,.,0.9,7.8,-8.1,-4.1
COc1cc2c(cc1OC)-c1n[nH]c(=S)n1C(C)(C)C2,1,3.1,1.4,1619,0.9,6.5,1.66,0.9,13.5,0.5,-12.8
CCOc1ccccc1C(=O)N1CCN(c2cccc(Cl)c2)CC1,0.9,-2.4,4.4,1267,0.9,-26.6,.,0.9,14.7,-4.2,43.4
c1ccc(Cc2ccc(OCCn3cncn3)cc2)cc1,0.9,13.6,3.2,1606,0.9,-11.0,.,0.9,7.8,8.5,-11.7
Cc1ccc(C)c(OCC(=O)Nc2ccc(S(=O)(=O)N3CCN(C)CC3)cc2)c1,1,10.9,-5.2,1593,0.9,1.7,0.391,1,9.3,11.1,.
CC1CCN(S(=O)(=O)c2ccc3ccccc3c2)CC1,0.9,9.8,1.6,1588,1,6.5,-0.834,0.9,0.0,8.0,.
CCCN1C2CCCC1CC(NC(=S)NCCCOCC)C2 (stereo not given),1,1.8,2.4,1634,0.9,-0.9,0.461,1,8.6,1.9,-4.5
S=c1[nH]nc(-c2ccc3ccccc3n2)n1-c1ccccc1Cl,1,3.1,-6.3,1454,0.9,24.6,.,0.9,14.3,-1.3,-1.1
c1cc2c(cc1C1CCCN1)OCCCO2 (stereo not given),0.9,7.0,-6.3,1425,0.9,-2.9,.,0.8,7.3,-6.3,2.7
COc1ccc(N(CC(=O)NC2CCCCCC2)S(=O)(=O)c2c(C)nn(C)c2C)cc1,0.9,8.1,-4.3,1562,0.9,3.1,.,0.9,13.4,5.3,-7.4
CCNC(=S)NNC(=O)c1cc(Br)cs1,1.1,-3.7,-4.8,1334,1,0.3,1.65,1.1,2.4,-9.9,-9.7
O=C(NCCCn1ccnc1)Nc1ccc(Cl)c(Cl)c1,0.9,3.7,11.5,1562,1,4.3,.,1,4.2,-4.3,-19.4
CCC(C)NC(=O)CNC(=S)N(Cc1ccc(F)cc1)C1CCCCC1 (stereo not given),1.1,2.1,10.9,1661,1.1,12.2,-0.0969,1.1,-13.2,5.5,11.3

# Copied from the list.
# `COc1ccc(N(CC(=O)NC2CCCCCC2)S(=O)(=O)c2c(C)nn(C)c2C)cc1` – SRC2 TRFRET art: 1562
# `CC1CCN(S(=O)(=O)c2ccc3ccccc3c2)CC1` – G6PDH counter: 6.5
# `c1cc2c(cc1C1CCCN1)OCCCO2` (stereo not given) – SRC2 TRFRET art: 1425
# `CCC(C)NC(=O)CNC(=S)N(Cc1ccc(F)cc1)C1CCCCC1` (stereo not given) – S1P3 antag: 11.3

# Rewritten with two lines to a compound: part of the list above
# Results follow in this order: PMI act satM6P | PPARg SRC3 recr | PPARg SRC-1 ag | SRC2 TRFRET art | Diaph act CS | G6PDH counter | ROMK primary | PMI act | Diaphorase inh | PPARg SRC-2 ag | S1P3 antag
> S=c1[nH]nc(-c2ccc3ccccc3n2)n1-c1ccccc1Cl
    1 | 3.1 | -6.3 | 1454 | 0.9 | 24.6 | . | 0.9 | 14.3 | -1.3 | -1.1
> c1cc2c(cc1C1CCCN1)OCCCO2 (stereo not given)
    0.9 | 7.0 | -6.3 | 1425 | 0.9 | -2.9 | . | 0.8 | 7.3 | -6.3 | 2.7

# Next results:
SMILES,PMI act satM6P,PPARg SRC3 recr,PPARg SRC-1 ag,SRC2 TRFRET art,Diaph act CS,G6PDH counter,ROMK primary,PMI act,Diaphorase inh,PPARg SRC-2 ag,S1P3 antag
c1ccc(-c2csc3ncnc(-n4cnc5ccccc54)c23)cc1,0.9,5.3,0.4,1465,0.9,5.7,.,0.9,13.0,5.1,.
COC(=O)c1ccc(CSc2nc3ccccc3c(=O)n2-c2ccc(OC)c(OC)c2)o1,0.9,6.4,6.5,1615,0.8,7.9,1.3,0.8,24.0,6.4,9.0
CCC(C)(C)n1nnnc1C(c1ccc2ncccc2c1)N1CCCC(C)C1 (stereo not given),0.9,7.8,1.1,1721,0.8,-5.1,-1.07,1,18.7,14.6,.
O=C(CSc1cn(CCNC(=O)c2ccc3ccccc3c2)c2ccccc12)NCc1ccco1,0.9,6.5,-0.5,1556,0.8,-23.5,.,0.9,24.5,7.2,.
CC(C)NC(=O)CC(=O)N/N=C/c1ccccc1F,1.1,-0.5,6.2,1664,0.9,1.3,.,1,6.6,14.4,.
COc1ccc(NC(=O)C2CCC(=O)N2)cc1 (stereo not given),0.9,-7.5,-5.0,1445,0.8,2.9,-0.282,1,18.1,-11.5,10.4
CCOCCCNC(=O)c1c(C)[nH]c(C(=O)OCC)c1C,0.9,1.9,4.2,1461,0.9,-15.8,0.693,0.9,12.2,-4.0,7.8
COc1ccc(C(=O)N2CCN(C(=O)c3ccco3)CC2)cc1,1,0.3,5.0,1632,1,3.9,0.0774,1.1,3.0,5.4,-23.1
O=C1C(C=NCc2ccncc2)=C(O)c2ccccc21,0.9,5.0,-5.1,1378,0.8,-3.2,-0.0687,0.9,19.0,3.2,.
Cc1cccc(NC(=S)N2CCC(N(C)CC3CCCO3)CC2)c1C (stereo not given),1,4.4,8.4,1561,0.9,-5.9,.,1,8.1,-2.0,.
COc1ccc(/C=C/C(=O)c2ccccc2)cc1COc1ccccc1F,1.1,8.3,0.2,1592,1.1,3.8,.,0.9,-5.7,-3.5,.
COc1ccccc1-n1cnc2cc(NS(=O)(=O)c3ccc(Br)cc3)ccc21,0.9,-1.5,3.9,1369,0.8,-2.3,-0.00361,0.8,23.6,-0.2,.
COc1ccc(CC2(CO)CCN(Cc3cnn(-c4ccc(F)cc4)c3)CC2)cc1,0.8,2.9,5.8,1513,0.8,11.3,-1.77,0.8,15.5,1.4,-6.8
CCOC(=O)c1cc(C(=O)c2ccccc2O)cn2c(=O)c3c(C)c(C)sc3nc12,0.8,-0.4,-10.9,1571,0.9,-1.8,1.32,0.7,9.9,0.5,-2.0
CC1CCCN(C(=O)CSc2nc3ncccc3[nH]2)C1 (stereo not given),1,10.0,10.4,1571,1,0.2,-0.0385,0.9,-1.1,5.5,4.7
Cc1ccc(C(=O)CSc2nnc(N)s2)c(C)c1,1.4,0.6,4.1,1497,0.9,-3.0,0.219,1.5,12.5,3.7,8.4
COc1cc(-c2noc(-c3ccco3)n2)cc(OC)c1OC,1,-2.5,-2.7,1527,0.9,2.3,.,1,11.4,7.1,-8.3
O=C(O)C1Cc2ccccc2CN1C(=O)c1ccccc1Cl (stereo not given),1,-4.7,0.4,1601,0.9,-3.5,0.0664,0.9,10.7,1.4,.
CCOc1ccc(N2CC(C(=O)Nc3ccc4c(c3)OCO4)CC2=O)cc1 (stereo not given),1,9.2,7.8,1619,1,-4.0,-1.5,1,3.1,11.1,-3.2
Cc1ccc(S(=O)(=O)NC(N)=NCCc2ccc(Cl)cc2)cc1C,0.9,-1.7,1.1,1491,0.9,19.4,0.117,0.8,14.6,-4.2,-0.6
Brc1ccc2ncnc(Nc3ccc(N4CCOCC4)cc3)c2c1,0.9,2.3,1.8,1510,1,3.9,.,0.9,3.6,8.5,12.7
O=C1C2C3c4ccccc4C(c4ccccc43)C2c2nc3ccccc3n21 (stereo not given),0.9,-0.7,-0.6,1528,0.8,1.3,.,1,21.1,0.1,.
CCCn1c(SCc2ccccn2)nc2c1c(=O)n(C)c(=O)n2C,1,-4.6,0.9,1474,0.8,3.3,.,1.1,19.4,4.8,-3.6
CCN(CC)S(=O)(=O)c1cccc(C(=O)N[C@H](C(=O)OCC(=O)Nc2ccccc2)C(C)C)c1,0.8,4.0,-0.5,1705,0.8,6.9,-0.38,0.8,22.3,0.9,.
CC1CCN(C(=O)CN2C(=O)c3ccccc3S2(=O)=O)CC1,1,-14.6,4.3,1600,0.9,10.5,-0.578,1,12.9,-8.0,-28.1
COc1ccc(S(=O)(=O)N2CCC(C(=O)N3CCc4ccccc4C3)CC2)cc1Cl,0.9,0.0,3.1,1541,0.9,6.4,.,0.9,12.6,-0.4,.
CCNC(=S)Nc1ccc(N2CCCCC2)cc1,0.9,5.2,0.5,1444,0.9,-7.6,.,1,6.7,9.4,-3.9
N#Cc1ccc(OCCN2C(=O)NC3(CCSC3)C2=O)cc1 (stereo not given),1.1,1.6,-2.8,1699,0.9,5.9,-1.22,1.1,8.4,2.2,.
CCOC(=O)C1(C)NC(c2ccccc2F)C2C(=O)N(CC)C(=O)C21 (stereo not given),1.1,-1.8,-5.3,1446,1,1.9,1.04,1,2.4,1.3,-9.5
CC(=O)Nc1ccc(/C=N/NC(=O)c2cc3ccccc3nc2C)cc1,0.8,2.8,3.1,1646,0.9,5.9,0.121,0.9,14.1,4.0,-4.5
O=C(N/N=C/c1coc2ccccc2c1=O)c1cn(-c2ccccc2)nc1-c1ccccc1,1,-2.8,10.1,1715,0.8,-78.6,.,1,18.8,13.9,-17.2
CC(=O)Nc1c(O)[nH]c2ccccc12,1,8.8,11.4,1636,0.9,-7.5,-0.254,0.9,11.7,5.7,-2.5

# Compounds were not picked by outcome, and some 3.3% of all compounds hit somewhere here.
